Screening data: PubChem BioAssay, several laboratories
PLAP inhibitors HTS – PLAP enzyme inhibitors, biochemical, luminescence, HTS (AID 690); purified PLAP, luminescent substrate; higher % means a stronger effect; actives 0.08% (n = 96,000); inhibition, % at 20 µM, or IC50 in µM where a hit was titrated; in the data active = a potency from the dose series; inactive = the rest, 99 in 100 with inhibition below about 30%; also: strong numbers were not always called active
Bcl-B displacement – displacers of TR3 peptide from Bcl-B, primary screen, selectivity assay for Bfl-1 inhibitor project, biochemical, fluorescence polarization; FP displacement of FITC-TR3 peptide from Bcl-B; higher % means a stronger effect; one-dose displacement, % at 20 µM; IC50 in µM for titrated hits; actives 0.11% (n = 96,000); AID 748;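 active = displacement above 50% at 20 µM plus a fluorescence interference ratio under 1.5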;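 also: plate controls were wells without compound for no effect and wells lacking Bcl-B protein for full effect; a part of the inactive calls stands beside numbers as strong as those of hits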
NFkB transloc inh – blocks IL-1B driven NFkB nuclear translocation in HUVEC cells; HUVEC IL-1B NFkB p65 nuclear translocation imaging; inhibition, % at 2 µM; actives 0.43% (n = 94,000); AID 796;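 active = inhibition above about 30% together with a positive call from visual inspection of the well image, limit read from the data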;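 also: nuclear over cytoplasmic p65 intensity ratio measured by imaging; 0% = IL-1B stimulated DMSO wells and 100% = unstimulated DMSO wells; values of inactives mirror those of a sister screen read the other way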
NFkB transloc pot – enhances IL-1B driven NFkB nuclear translocation | activation, % at 2 µM | actives 0.3% (n = 94,000) | HUVEC IL-1B NFkB p65 nuclear translocation imaging | AID 819;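 active = activation above 40%, about the mean plus 3 SD, also judged a hit on visual image review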;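 also: percent activation is computed from the nuclear over cytoplasmic p65 intensity ratio; values of inactives mirror those of a sister screen read the other way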
MRP reversal – MRP-mediated drug resistance reversal | H69AR cells + 2 uM doxorubicin, CellTiter-Glo, 72 h | actives 0.04% (n = 85,000) | AID 602 | differential viability (reversal), % at 10 µM;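 active = viability drop by adding the cancer drug above about 55%, with treated viability meeting a 40% cutoff, limit read from the data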;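 also: viability without doxorubicin minus viability with 2 µM doxorubicin for each compound; larger differential means the compound sensitizes cells more to doxorubicin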
MRP reversal cytotoxicity – recorded beside MRP reversal, whose call it bears; viability, %; H69AR cells, CellTiter-Glo, 72 h; measured here: cytotoxicity without doxorubicin
MRP reversal with doxorubicin – further read-out of MRP reversal, marked with its call; viability, %; measured here: viability with 2 uM doxorubicin; active compounds read low
NFkB transloc inh cell count 2 µM – second read-out of NFkB transloc inh, no call of its own (marks repeat the call); cell count; measured here: cells passing quality filter;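 raw number of nuclei counted in each imaged well without normalization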
NFkB transloc pot cell count 2 µM – further read-out of NFkB transloc pot, marked with its call; cell count; measured here: cells passing quality filter
The depositor's hits bear a star; nt = not tested or not shown. Not all compounds are listed, so the mix of outcomes need not match the whole.

SMILES	PLAP inhibitors HTS	Bcl-B displacement	NFkB transloc inh	NFkB transloc inh cell count 2 µM	NFkB transloc pot	NFkB transloc pot cell count 2 µM	MRP reversal	MRP reversal cytotoxicity	MRP reversal with doxorubicin
Nn1c(SCC(=O)N2CCc3ccccc3C2)nnc1-c1cccs1	12%	-13%	-1	173	1	173	3	88	85
CCC(Oc1ccccc1)C(=O)Nc1cc(C)on1 (stereo not drawn)	3%	-3%	-33	60	33	60	nt	nt	nt
O=C(CN1C(=O)COc2ccccc21)Nc1ccc(F)cc1	-149%	-8%	-9	181	9	181	-1	75	76
COC(=O)c1cccc(NC(=O)/C=C/c2cccc([N+](=O)[O-])c2)c1	15%	-10%	5	121	-5	121	nt	nt	nt
Cn1c2c(c(=O)[nH]c1=O)C(NC(=O)c1ccco1)(C(F)(F)F)C(=O)N2 (stereo not drawn)	14%	-9%	-7	137	7	137	18	103	85
CCO/C=C1\C(=O)N(CC)c2ccccc21	nt	nt	1	139	-1	139	3	98	95
CCOC(=O)CSc1nnc(C)c(=O)[nH]1	16%	-10%	-21	124	21	124	1	104	104
COc1ccc(CCNc2nc(-c3sc(C)nc3C)cs2)cc1OC	-83%	3%	7	158	-7	158	-10	70	80
Cc1ccc(NC(=O)c2ccc(S(=O)(=O)N3CCCCC3)cc2)cc1	0%	5%	-14	180	14	180	9	88	80
COc1cccc(Cn2c(NCc3ccco3)nc3c2c(=O)n(C)c(=O)n3C)c1	-56%	-8%	nt	nt	nt	nt	5	86	81
O=C(/C=C/c1ccccc1)NC(=S)Nc1ccc(N2CCOCC2)c(Cl)c1	10%	-7%	2	140	-3	132	nt	nt	nt
Cc1cccc(C)c1NS(=O)(=O)c1ccc(F)cc1	8%	0%	-19	192	19	192	2	104	102
Nc1cc(=O)nc(SCc2ccccc2)n1Cc1ccco1	-4%	-10%	-6	143	6	143	17	105	88
CC1(C)CC(=O)C2=C(C1)OC(N)=C(C#N)C21C(=O)N(CN2CCOCC2)c2ccccc21 (stereo not drawn)	-6%	-1%	13	67	-13	67	-12	87	99
Cc1cccc(N2CC3=C(C2=O)C(c2ccccc2)NC(=O)N3C)c1 (stereo not drawn)	-4%	5%	nt	nt	nt	nt	8	91	83
CCOC(=O)C1(C)/C(=N/Nc2ccc(Cl)cc2)C(=O)C(=O)N1c1ccccc1 (stereo not drawn)	-1%	4%	-1	116	1	116	-12	73	85
O=C1OC(c2ccc3c(c2)OCO3)N(C(=O)c2ccc(Cl)c(Cl)c2)c2ccccc21 (stereo not drawn)	-13%	-5%	28	168	-28	168	nt	nt	nt
Cc1[nH]c(=O)[nH]c(=O)c1NC(=O)CSc1ncccc1-c1nc2ccccc2[nH]1	12%	-10%	-6	168	6	168	-5	80	85
Cc1ccc(Cl)cc1N1CCN(C(=O)C2CCN(c3nnc(-n4cccc4)s3)CC2)CC1	-55%	-3%	nt	nt	nt	nt	3	79	75
Cc1ccc(-c2noc(CCC(=O)N3CCN(c4cccc(C(F)(F)F)c4)CC3)n2)cc1	-1%	-8%	nt	nt	nt	nt	12	95	83
CCN(CC)c1ccc(NC(=O)CN2C(=O)CSc3ncccc32)c(C)c1	-3%	0%	12	140	-12	140	12	104	92
Cc1nn(-c2ccccn2)c(C)c1Oc1ccccc1O	8%	3%	4	200	-4	200	-18	86	104
Clc1ccc(COn2c(-c3ccc(Cl)cc3Cl)nc3ncccc32)cc1	-66%	-17%	-6	61	6	61	-14	57	71
O=[N+]([O-])c1cccc(/C=C/c2nc(C=Nc3ccccc3)c(O)o2)c1	13%	-49%	-12	190	12	190	-4	40	44
COc1ccc(-c2nnc3ccc(SCC(=O)N4CCCC4)nn23)cc1	2%	1%	12	51	-12	51	0	71	71
(more compounds)
SMILES	PLAP inhibitors HTS	Bcl-B displacement	NFkB transloc inh	NFkB transloc inh cell count 2 µM	NFkB transloc pot	NFkB transloc pot cell count 2 µM	MRP reversal	MRP reversal cytotoxicity	MRP reversal with doxorubicin
O=C1C2CC=CCC2C(=O)N1Cc1ccccc1 (stereo not drawn)	nt	nt	-10	105	10	105	-9	90	99
COn1c2c(c3c4nonc4ccc31)CCCC2	-26%	18%	10	113	-9	113	8	105	98
COc1ccc(/C=N\n2nnc3ccccc32)cc1	13%	-10%	nt	nt	nt	nt	nt	nt	nt
Cc1cccc(CS(=O)(=O)Cc2ccc(C(=O)NCc3ccco3)o2)c1	-4%	-1%	9	102	-9	102	1	86	85
Cn1cccc1C(=O)NC(=O)COC(=O)CC12CC3CC(CC(C3)C1)C2	12%	1%	nt	nt	nt	nt	2	103	101
CCN(CC)c1nc(C(N)=O)cc(-c2ccccc2)n1	-8%	-3%	-10	159	10	159	-9	74	82
N#CC(c1ccc(O)cc1)N1CCOCC1 (stereo not drawn)	nt	nt	-29	122	29	122	5	97	92
O=C(Nc1ccc(C(=O)Oc2ccccc2)c(O)c1)c1ccco1	-6%	-6%	-21	180	21	180	-2	62	64
Cc1ccc(/C=C/C(=O)c2cc(Br)ccc2OC(=O)c2ccco2)cc1	24%	39%	4	73	-4	73	nt	nt	nt
CCN(CC)CCN1C(=O)C(=O)/C(=C(/O)c2cccc(OC)c2)C1c1ccccn1 (stereo not drawn)	-22%	-13%	-7	169	7	169	2	94	92
Cc1ccc(NC(=O)CS(=O)CC(=O)NCC2OCCc3ccccc32)c(C)c1 (stereo not drawn)	-54%	-7%	13	137	-13	137	6	95	88
Cc1ccc(NC(=O)N2CCC(C(=O)NCCC3=CCCCC3)CC2)cc1	24%	-1%	9	114	-9	114	2	99	97
Cc1onc(-c2ccccc2Cl)c1C(=O)Nc1cccnc1	-8%	7%	-22	117	22	117	1	92	91
COc1cccc(CC(=O)Nn2c(C)nc3ccccc3c2=O)c1	7%	-11%	-3	175	3	175	6	105	99
CSc1ccc(S(=O)(=O)NCc2ccccc2Cl)cc1	5%	-12%	-6	147	6	147	-2	91	94
CCc1nnc(NC(=O)c2cc3c(s2)CCCCC3)s1	nt	nt	-1	161	1	161	-14	57	71
CC(C)OC(=O)c1cc(=O)[nH]c2ccccc12	6%	-10%	9	94	-9	94	6	92	86
O=C(NCC1CCCO1)c1csc2c1CCCC2 (stereo not drawn)	-10%	0%	-3	113	3	113	4	95	91
CNc1ccc(OC(F)F)cc1C(=O)c1ccccc1	21%	-6%	nt	nt	nt	nt	5	94	89
Cc1ccc(NC(=O)c2ccc3ccccc3n2)nc1	-2%	1%	-13	106	13	106	-35	62	96
Cn1c(=O)c2c(nc(NCc3ccccc3)n2Cc2ccc(F)cc2)n(C)c1=O	nt	nt	-6	191	6	191	-4	74	78
COCc1cc(=O)[nH]c(SCC(=O)Nc2ccccc2)n1	4%	0%	8	98	-8	98	-6	106	112
Cc1ccc(NC(=O)c2cc(NC(=O)C3CC=CCC3C(=O)O)ccc2N2CCOCC2)cc1Cl (stereo not drawn)	-65%	-3%	-13	176	13	176	10	97	87
COc1ccc(C(C#N)(CCC#N)CCC#N)cc1OC	2%	-6%	10	71	-11	71	-9	91	100
CCOc1cccc(OCCOc2ccccc2[N+](=O)[O-])c1	nt	3%	-4	195	4	195	nt	nt	nt
(cont.)
SMILES	PLAP inhibitors HTS	Bcl-B displacement	NFkB transloc inh	NFkB transloc inh cell count 2 µM	NFkB transloc pot	NFkB transloc pot cell count 2 µM	MRP reversal	MRP reversal cytotoxicity	MRP reversal with doxorubicin
CC1CCCCN1c1ncnc2ccccc12 (stereo not drawn)	15%	-3%	-31	143	31	143	nt	nt	nt
Nc1nnc(CCN2C(=O)CSC2=O)s1	-12%	-2%	2	137	-2	137	13	98	85
COc1ccc(C(=O)c2oc3ccccc3c2N)cc1	-1%	0%	15	91	-15	91	-16	67	83
N#Cc1c(-c2cccs2)cc(C2CC2)nc1SCC(N)=O	2%	1%	4	192	-4	192	nt	nt	nt
CCOc1cccc2cc(C(N)=O)c(=NCc3ccccc3)oc12	-6%	-17%	-23	83	23	83	-6	72	79
Cc1ccc(C(=O)NCc2ccc(Cl)cc2)o1	-4%	-4%	-10	143	10	143	11	108	97
CCC(=S)/C=C1\Sc2ccc3ccccc3c2N1CCCS(=O)(=O)O	-28%	-8%	-3	139	3	139	nt	nt	nt
O=C(Nc1c(C(=O)N2CCOCC2)cnn1-c1ccccc1)c1ccco1	-6%	4%	-5	174	5	174	nt	nt	nt
COc1ccc(-c2csc(NC(=O)c3ccco3)n2)cc1	nt	nt	-17	143	17	143	-5	91	96
Cc1cc(C)cc(N(CC(=O)NC2CCCCC2)C(=O)CCC(=O)Nc2cc(C)ccn2)c1	-9%	0%	nt	nt	nt	nt	18	86	68
O=C(CCNC(=O)Cn1ccc2ccccc2c1=O)NCCN1CCN(c2ccccc2F)CC1	nt	nt	4	148	-4	148	15	92	77
O=C(NCc1cccs1)c1cccnc1C(=O)O	4%	-2%	-23	121	23	121	6	93	87
COc1ccccc1N1CCN(c2cc(=O)n(-c3ccc(Cl)cc3)c(=O)[nH]2)CC1	-28%	-2%	nt	nt	nt	nt	-20	69	89
COc1ccc(-c2nc(CS(=O)CC(=O)NCc3ccccn3)c(C)o2)cc1 (stereo not drawn)	nt	nt	-6	63	7	63	0	88	88
COCCn1nnnc1CN1CCC(C)CC1	nt	nt	5	110	-5	110	-5	99	105
COc1cc(C(=O)N(Cc2cccc(Cl)c2)C2CCS(=O)(=O)C2)cc(OC)c1OC (stereo not drawn)	-65%	12%	-3	120	3	120	-22	51	73
COc1cc2cc(C(=O)O)[nH]c2c(OC)c1OC	4%	-11%	-12	172	12	172	9	97	88
CCc1nc(SC)[nH]c(=O)c1C	10%	10%	-1	133	1	133	3	93	91
CCN(CC)c1ccc(/C=N/n2c(=S)[nH]nc(C)c2=O)cc1	4%	-29%	2	172	-2	172	nt	nt	nt
COc1ccccc1N1CCN(C(=O)CSc2nc(C)cc(=O)[nH]2)CC1	-14%	6%	nt	nt	nt	nt	12	107	95
CCn1cc(C(=O)NC2CCCCC2)c(=O)c2cc(S(=O)(=O)N(C)C)ccc21	-9%	0%	nt	nt	nt	nt	-11	72	83
